Compound activity (PubChem BioAssay)
HEK293 tox: cytotoxic in the GLP-1 receptor inverse agonist counter-screen; HEK293 cAMP-luciferase reporter cells, luminescence, 24 h; Potency, µM (doses to about 38.3 µM), without a hit: at the highest dose activity change, negative = inhibition, most hits filed as inhibitors; actives 0.13% (n = 410,000);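 further: loss of luciferase light is scored as toxicity; potency means the concentration at half of the fitted maximal effect; on the % scale 0 is the no-effect control and ±100 the full control effect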
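1536-well qHTS counterscreen of the MLSMR; 200 cells/uL, 12 h pre-incubation, 23 nL cpd, 24 h at 37 deg C 5% CO2, luciferase detection reagent, 12 min RT, luminescence. Inhibition = undesired.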
PTHR1 ag: PTHR1 (human) receptor agonism. Q03431. HEK293 GP2 PTHR1 cells, GloSensor cAMP luminescence, 1 h. Potency, µM (titrated, usually from 115 µM), without a hit: at the top dose activation, most hits filed as activators. actives 0.075% (n = 410,000); further: potency means the concentration at half of the fitted maximal effect; nearly all actives have a fitted effect of over 55% in size; some results filed as inactive show a strong effect at the top dose; inactives centre near -15; many of its hits are not listed in these tables
Target sequence (Q03431 whole entry, looked up): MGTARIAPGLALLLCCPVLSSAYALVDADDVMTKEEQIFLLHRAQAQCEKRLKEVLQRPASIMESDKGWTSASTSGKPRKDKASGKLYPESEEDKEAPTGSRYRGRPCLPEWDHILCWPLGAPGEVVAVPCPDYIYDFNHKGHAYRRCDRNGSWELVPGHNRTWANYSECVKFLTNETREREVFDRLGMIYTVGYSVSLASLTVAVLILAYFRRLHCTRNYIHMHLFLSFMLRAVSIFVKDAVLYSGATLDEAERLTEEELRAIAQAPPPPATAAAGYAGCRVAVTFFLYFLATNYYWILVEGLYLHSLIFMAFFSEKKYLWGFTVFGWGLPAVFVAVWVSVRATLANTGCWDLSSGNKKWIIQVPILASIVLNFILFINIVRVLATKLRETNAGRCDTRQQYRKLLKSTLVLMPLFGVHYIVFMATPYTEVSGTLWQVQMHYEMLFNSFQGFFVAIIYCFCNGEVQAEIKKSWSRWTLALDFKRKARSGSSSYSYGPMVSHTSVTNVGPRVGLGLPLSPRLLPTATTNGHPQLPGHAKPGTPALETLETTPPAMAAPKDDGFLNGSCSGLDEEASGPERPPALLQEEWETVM
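HEK-293-derived GP2 cells expressing PTHR1 and a GloSensor cAMP reporter, 3,000/well, plated overnight, given luciferin plus IBMX (each 0.5 mM as added) for 1 h at 37 °C, then compound for 1 h at 37 °C. Luminescence was read after 15 min at room temperature.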
EPAC1 antagonist: EPAC1 (human) antagonism | O95398 | EPAC1 GEF assay, Rap1b-BODIPY-GDP exchange fluorescence | Potency, µM (titrated, usually from 115 µM), without a hit: at the top dose activity change, negative = inhibition, hits mostly inhibitors | actives 0.14% (n = 360,000);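 further: potency means the concentration at half of the fitted maximal effect; plate controls were vehicle for no effect and positive control for full effect; nearly all actives have a fitted effect of over 50% in size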
IL-2 act: activators of IL-2. actives 0.065% (n = 360,000). activation, % (series mostly up to about 46 µM). AID 652025. IL-2 activation reporter assay, cell-based qHTS; stimulated with anti-CD3/CD4/CD28 beads; in transgenic mouse T cells; in the data active means activation above about 50%; inconclusive means mostly about 30% to 49%; further: 0% is about no effect
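Screening format: compound pinned onto unstimulated transgenic mouse T cells, 60 min incubation, then anti-CD3/anti-CD4/anti-CD28 bead stimulation for 18 hours at 37 degrees C, followed by EGFP and DsRed detection.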
PLK1 PBD inh: inhibitors of human PLK1 polo-box domain binding; Plk1 PBD binding of FITC phosphopeptide, fluorescence polarization; Potency, µM, without a hit: max response, negative = inhibition, actives largely listed as inhibitors; actives 2.8% (n = 360,000); AID 720504; further: potency means the concentration at half of the fitted maximal effect; series mostly up to about 57 µM; on the % scale 0 is the no-effect control and ±100 the full control effect; nearly all actives have a fitted effect of over 65% in size
GLP1R ag: agonists of human GLP-1 receptor; P43220; HEK293 GLP-1R CRE-luciferase, luminescence, 4-6 h; cells express a hypersensitive GLP-1R form; Potency, µM (top dose mostly 45.6 µM), for inactives: at the top dose activation, usual class: activators; actives 0.007% (n = 380,000); AID 624172; further: potency means the concentration at half of the fitted maximal effect; % of control where 0% means no effect
Target sequence (P43220 whole entry, looked up): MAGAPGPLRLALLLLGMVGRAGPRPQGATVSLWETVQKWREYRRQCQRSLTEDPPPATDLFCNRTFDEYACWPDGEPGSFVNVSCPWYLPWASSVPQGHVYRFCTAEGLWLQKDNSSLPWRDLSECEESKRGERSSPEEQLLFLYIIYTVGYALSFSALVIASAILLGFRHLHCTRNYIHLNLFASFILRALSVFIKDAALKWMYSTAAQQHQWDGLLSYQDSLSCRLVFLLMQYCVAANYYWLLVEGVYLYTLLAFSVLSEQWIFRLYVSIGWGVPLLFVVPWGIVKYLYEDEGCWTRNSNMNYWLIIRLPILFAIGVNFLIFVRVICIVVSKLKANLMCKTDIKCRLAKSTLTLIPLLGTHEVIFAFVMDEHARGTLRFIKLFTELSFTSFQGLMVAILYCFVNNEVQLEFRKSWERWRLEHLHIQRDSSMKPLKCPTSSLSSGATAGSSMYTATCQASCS
GLP-1R inv ag: acts as inverse agonist at human GLP-1 receptor; P43220; HEK293 GLP-1R CRE-luciferase, luminescence, 24 h; GLP-1R form is constitutively active; Potency, µM (series often up to 38.3 µM), without a hit: at the highest dose activity change, negative = inhibition, usual class: inhibitors; actives 1.6% (n = 410,000); AID 624417; further: potency means the concentration at half of the fitted maximal effect; on the % scale 0 is the no-effect control and ±100 the full control effect; nearly all actives have a fitted effect of over 55% in size
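Assay principle: reduced luminescence from a cAMP-responsive reporter in HEK293 cells co-expressing a constitutively active GLP-1R. Conditions: 24 hr compound incubation, 37 deg C, 5% CO2.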
PI5P4Ka inh: PI5P4K alpha (human) kinase inhibition | P48426 | actives 1.2% (n = 330,000) | AID 652105 | max response, % | PI5P4Kalpha enzyme, ADP-Glo luminescence, 60 min; stronger effect = lower value; active means max response of -50% or lower; inconclusive means between -30% and -50%; inactive means -30% or higher; further: value at the top dose of about 77 µM; on the % scale 0 is the no-effect control and ±100 the full control effect
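Reactions run in 0.038 M HEPES pH 7.4, 0.28 mM EGTA, 0.1% CHAPS and 5% DMSO, with PI5P4Kalpha, substrate, compound and 5 microM ATP final, one hour at room temperature. Readout is ADP-Glo luminescence.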
EPAC1 ag: activates human EPAC1 exchange factor; O95398; EPAC1 agonist qHTS, biochemical assay; response scale: 100% = response to 6.5 mM cAMP; Potency, µM (titrated, usually from 154 µM), for inactives: at the highest dose activation, usual class: activators; actives 0.073% (n = 360,000); AID 720707; further: potency means the concentration at half of the fitted maximal effect; nearly all actives have a fitted effect of over 60% in size
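Fluorescent GDP-exchange assay: 100 nM EPAC1 with 250 nM Rap1B preloaded with BODIPY-GDP and 50 uM GDP; compounds tested as concentration series, 5 min at room temperature, then read every 5 min for 30 min (ex 480/em 540 nm); normalized to 6.5 mM cAMP.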
Active calls of the source: *; i = inactive; ? = inconclusive; / = no result given; & = joins results of further samples; [ ] = dose if it differs, or a comment. Unless noted, the call rests on the fitted dose curve; in most records, active means well fitted curve in the direction sought with a large enough effect; inconclusive means small, poorly fitted or top-dose-only effect, or another doubt; inactive means no such curve, though single readings can be large; an effect the other way counts as inactive or inconclusive.

SMILES | HEK293 tox | PTHR1 ag | EPAC1 antagonist | IL-2 act | PLK1 PBD inh | GLP1R ag | GLP-1R inv ag | PI5P4Ka inh | EPAC1 ag
N#C/C(=C\c1c(N(Cc2ccccc2)Cc2ccccc2)nc2ccccn2c1=O)C(N)=O | -16% | -16% | -10% | 0.2 | -23% | 12% | 7% | 2 | 17%
COCCNCCCCSc1ccc(Cl)cc1 | 2% | -19% | -13% | -3.8 | -20% | -3% | ? | 2 | 10%
O=C(Cn1cc(C(F)(F)F)ccc1=O)Nc1cccc(S(=O)(=O)N2CCOCC2)c1 | 11% | -6% | 1% | 0.4 | -6% | 10% | -10% | 1 | 0%
COC(=O)c1cc(S(=O)(=O)N(Cc2ccccc2)C(C)(C)C)c[nH]1 | -26% | i | -9% | -1.7 | -13% | -5% | ? | 5 | 3%
C[C@@H]1CN([C@@H](C)CO)C(=O)CCCn2nncc2CO[C@H]1CN(C)Cc1ccccc1C(F)(F)F | -5% | -21% | -7% | -4.2 | -5% | 11% | -25% | -3 | 11%
COC(=O)CCCC1=CC2=C(c3ccccc3)C(=O)C(C)(OC(=O)C3CCCC3)C(=O)C2=CN1c1ccc(OC)cc1 (stereo not drawn) | 9% | -9% | 2% | 1.0 | -9% | 0% | 7% | -20 | -26%
CN1CCN(c2c(F)cc3c(=O)c(C(=O)O)cn4c3c2OCN4C)CC1 | -23% | i | -1% | 0.1 | 4% | -3%&0% | -8% | 2 | -10%
CSCCC(NS(=O)(=O)c1cccs1)C(=O)NCc1ccccc1 (stereo not drawn) | 3% | i | -22% | -2.9 | -10% | 1% | 3% | -4 | 5%
CCOC(=O)C(=CNc1cc(C)nn1-c1ccccc1)C(=O)OCC | -12% | ? | -1% | 1.6 | -8% | 7% | 129%[activator] | / | 9%
O=C(NC1CCCCC1)N1CCN(C(=O)c2ccco2)CC1 | -2% | i | 6% | -2.4 | 1% | 1% | -4% | / | 1%
Cc1ccccc1NC(=O)c1ccccc1NC(=O)c1ccco1 | 23% | i | -20% | -0.6 | -2% | 3% | 13% | 1 | 3%
COc1ccc(N2CCN(c3nc4ccc(C)cn4c(=O)c3C=O)CC2)cc1 | -8% | i | -2% | -0.2 | -6% | -2% | 20% | 2 | 9%
CC(C)=CCc1cc([C@@H]2COc3c(ccc4c3C=CC(C)(C)O4)C2)c(O)cc1O | -18% | -30% | -17% | -0.7 | 4% | 0% | ? | -4 | -26%
C=CCSc1nc2sc3c(c2c(=O)n1CC=C)CCc1ccccc1-3 | 34%[activator] | -1% | -20% | -0.3 | -24% | -3% | -51% | 1 | -4%
CCOc1ccc(OCC(=O)N2CCOCC2)cc1 | 2% | i | 3% | 0.3 | -7% | -1% | 5% | -10 | 9%

Nothing new here: entries from further up.
SMILES | HEK293 tox | PTHR1 ag | EPAC1 antagonist | IL-2 act | PLK1 PBD inh | GLP1R ag | GLP-1R inv ag | PI5P4Ka inh | EPAC1 ag
N#C/C(=C\c1c(N(Cc2ccccc2)Cc2ccccc2)nc2ccccn2c1=O)C(N)=O | -16% | -16% | -10% | 0.2 | -23% | 12% | 7% | 2 | 17%
COCCNCCCCSc1ccc(Cl)cc1 | 2% | -19% | -13% | -3.8 | -20% | -3% | ? | 2 | 10%

More records follow.
SMILES | HEK293 tox | PTHR1 ag | EPAC1 antagonist | IL-2 act | PLK1 PBD inh | GLP1R ag | GLP-1R inv ag | PI5P4Ka inh | EPAC1 ag
Cc1ccc(-n2c(SCC(=O)N3CCCCC3)nc(O)c(Cc3ccccc3)c2=O)cc1 | 2% | i | -9% | 0.1 | -8% | -1% | -3% | 5 | -4%
COc1ccc(Cl)cc1-n1c(C)cc(C(=O)O)c1C | 2% | i | 5% | 2.0 | -8% | 1% | 7% | 1 | 8%
Cc1ccc(C(C)NC(=O)Cc2cccs2)c(C)c1 (stereo not drawn) | 2% | 13% | -15% | 2.2 | -14% | 0% | ? | 2 | 1%
O=C1COc2ccc(C(=O)COC(=O)c3cccnc3Cl)cc2N1 | 13% | -16% | -19% | 1.4 | -17% | 3% | 4% | 1 | 1%
Cn1c(NCCCN2CCOCC2)nc2c1c(=O)n(Cc1ccc(Cl)cc1Cl)c(=O)n2C | -4% | -25% | 6% | -2.0 | -1% | 2% | -13% | -2 | 4%
COCCn1c(-c2cccs2)nc2nc3ccccc3nc21 | 176%[activator] | -50%[inhibitor] | -20% | -0.5 | -6% | 8% | 13% | 3 | -11%
COc1ccc(C2OCC3(O)C(c4ccc(OC)c(OC)c4)OCC23)cc1OC (stereo not drawn) | -1% | i | 0% | -0.2 | -8% | -4% | 15% | -10 | 9%
Cc1oc(-c2cccc(Cl)c2)nc1CN1CCC(C(=O)NCc2cccnc2)CC1 | -10% | -12% | -24% | -0.4 | -3% | 4% | -2% | -1 | 1%
CCCc1nc(N2CCN(S(=O)(=O)c3ccc(Cl)cc3)CC2)c2c(C)c(C)sc2n1 | -1% | 1% | 3% | 0.7 | -11% | 1% | -7% | 6 | -11%
CCOC(=O)N1CCN(S(=O)(=O)c2ccc(C(=O)NNc3nc4cc(C)cc(C)c4s3)cc2)CC1 | -23% | -22% | -15% | -0.3 | -5% | -3% | ? | -8 | -15%
COc1ccc(NC(=O)C2CCN(c3cnccn3)CC2)cc1Cl | -11%&-5% | -10% | -15% | -0.1 | 8% | -3% | 2%&17% | 3 | 8%
CCOC(=O)c1c(NC(=O)CN(C)C2CCN(C)CC2)sc(C(=O)Nc2ccccc2)c1C | -12% | -8% | -11% | -1.9 | 5% | 13% | ? | 0 | 3%
COc1ccccc1C(C)NC(=O)c1ccc(S(=O)(=O)NCc2ccco2)cc1 (stereo not drawn) | -5% | -35% | -11% | 1.6 | -6% | 8% | -22% | -8 | 4%
CN(Cc1ccccc1)C(=O)C1CCN(S(=O)(=O)c2cc([N+](=O)[O-])ccc2Cl)CC1 | 5% | -77%[inhibitor] | -1% | -0.6 | -14% | -2% | -27% | -1 | 0%
C=CCn1c(SCC(=O)c2c(N)n(CCC)c(=O)n(C)c2=O)nnc1-c1ccncc1 | -3% | -7% | -2% | 0.7 | -4% | -2% | -2% | -1 | 0%
Cc1ccc(C(c2nnnn2C2CCCC2)N2c3ccccc3CC2C)cc1 (stereo not drawn) | -9% | -22% | 2% | -0.3 | 0% | 5% | ? | 2 | -3%
CN1CCN2c3ncccc3Cc3ccccc3C2C1 (stereo not drawn) | -14% | -10% | -21% | 1.3 | -3% | -4%&0% | ? | 0 | -22%
COCCNc1nc(NCc2cc(-c3ccc(OC)cc3)no2)c2sccc2n1 | -22% | -22% | 5% | -0.3 | 6% | -1% | ? | -2 | -3%
O=C(CCCC(=O)N1CCCC1)N1CCCC1 | -1% | i | 0% | -0.7 | 5% | -1% | 0% | 1 | -3%
CC(=O)c1ccc(-c2cnc3c(NC=O)cc(-c4ccccc4Oc4ccccc4)cn23)cc1 | -20% | -20% | ? | -1.0 | 3% | ? | ? | 0 | -11%
S=C(Nc1ccc2nsnc2c1)N1CCCC1 | 1% | i | -8% | 0.0 | -20% | 2% | 7% | 2 | 5%
Cc1ccc(-c2cc(C(=O)N3CCOCC3)no2)cc1 | 5% | -41% | 3% | 1.2 | -2% | -6% | 3.2µM* | -7 | -1%
Cc1cc(CN(C)Cc2c(C(=O)N3CCCCCCC3)nc3ccc(Cl)cn23)n[nH]1 | -9% | -20% | -10% | 0.0 | -7% | 15% | 5% | -9 | -3%
O/N=C1\CCCc2c1nc(-c1ccccc1F)n2O | 2% | 0% | 2% | 1.2 | 3% | -3% | 16% | -2 | -5%
Cc1ccc(CNC(=O)Cn2ncn3cccc3c2=O)cc1 | 1% | i | -8% | 1.4 | -7% | 2% | 1% | 5 | -2%
CCCC(=O)NC(=S)Nc1c(C)cc(Br)cc1C | ? | -9% | -8% | -0.5 | -26% | 1% | ? | 4 | -7%
Nc1nc(N2CCOCC2)n[nH]1 | 2% | i | 8% | -0.3 | -8% | 3% | 0% | 0 | -2%
N#Cc1c(NCCCO)nc(-c2ccco2)c2c1CCCC2 | 157%[activator] | -8% | -6% | 0.4 | -20% | 23% | 11% | -12 | 7%
COc1c(C)cc(C(=O)C2CCCN(C(=O)CCCn3cncn3)C2)cc1C (stereo not drawn) | 1% | -3% | 22% | -4.5 | -2% | -3% | -2% | 0 | -7%
CCCc1nc2ccc(C)cn2c1Cc1ccc(OC)cc1C | -12% | -11% | -11% | -0.8 | -14% | 7% | -12% | -1 | 10%
COc1ccc(-c2cc(-c3ccccc3)nc(SCC(=O)Nc3ncc(C)s3)c2C#N)cc1 | 51%[activator] | i | -7% | -2.5 | -14% | -3% | ? | 0 | -4%
Cc1ccc(S(=O)(=O)CCC(=O)c2cccc([N+](=O)[O-])c2)cc1 | ? | i | -27% | -0.8 | 3.8µM* | -3% | ? | ? | 10%
COCCn1cnc2c1c(=O)n(CC(=O)NC(=O)NC(C)(C)C)c(=O)n2Cc1ccccc1 | 0% | i | 9% | -1.7 | 1% | -4% | 14% | -12 | -1%
CC1CCN(S(=O)(=O)c2cccc(C(=O)NCC3CCCO3)c2)CC1 (stereo not drawn) | -5% | -12% | -3% | -3.1 | -8% | 3% | 0% | -1 | -4%
Cc1cc(NS(=O)(=O)c2ccc(NC(=O)CCCC(=O)O)cc2)nc(C)n1 | 0% | -48%[inhibitor][57.5 µM] | -4% | 0.3 | -3% | -11% | 0% | 2 | 4%
CN(Cc1cc(=O)n2ccsc2n1)c1ccccc1 | 4% | i | -20% | -1.5 | -9% | -2% | 3% | 2 | 6%
CCCCn1c(CCNC(=O)c2cccs2)nc2ccccc21 | 2% | -14% | -2% | -3.3 | -7% | 10% | 0% | 2 | -1%
CCCC1(C(=O)OCC)NC(c2ccco2)C2C(=O)N(C)C(=O)C21 (stereo not drawn) | -5%[0.307 µM] | -10% | -18% | -0.4 | 0% | -12% | -5%[0.307 µM] | -6 | 0%

An excerpt; count on the stated rates, not on these rows.
